GLS inh: inhibitors of human glutaminase (GLS); Potency, µM (series often up to 45.5 µM), for the others: at the highest dose activity change, negative = inhibition, hits mostly inhibitors; GLS enzymatic activity, qHTS titration; AID 624170; O94925; hit rate 0.21% among 410,000; also: potency is read from the fitted curve at half-maximal effect; % is scaled to controls: 0 for no effect and ±100 for the full control effect
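Two-point fluorescence kinetic (t0, 30 min RT) for hKGA; glutamate detected via glutamate oxidase–HRP–Amplex Red. Substrate: 1 mM L-glutamine solution; buffer 45 mM KH2PO4, pH 8.2.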
ERG Ets-DNA blk: ERG Ets/DNA interaction inhibition. P11308. fluorescence polarization, His-ERG Ets domain / labelled DNA. Potency, µM (series often up to 76.9 µM), for the others: at the highest dose FP activity, negative = inhibition, actives largely listed as inhibitors. hit rate 0.028% among 370,000; active = well fitted inhibition curve with a large enough effect in the polarisation, with a control signal flat; inconclusive = small, poorly fitted or top-dose-only effect, or effect the other way, or a change in a side signal; inactive = no such curve, though single readings can be large or run the other way; the % refers to the polarisation;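 also: polarization taken with two DNA probes labelled with fluorescein and Texas red; potency is read from the fitted curve at half-maximal effect; % of control where 0% means no effect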
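His-tagged ERG Ets domain (1 uM in the protein solution; 300mM KCl, 50mM Tris-HCl, 1mM EDTA, 1mM DTT, pH 7.5) received compound, then a probe mix of 5 nM fluorescein-DNA and 100nM Texas-615-DNA. Fluorescence polarization was read for both dyes.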
JMJD2A Tudor: inhibitors of human JMJD2A Tudor domain; Potency, µM (top dose mostly 114 µM), inactives show top-dose activity change, negative = inhibition, hits mostly inhibitors; hit rate 4.4% among 390,000; O75164; AlphaScreen JMJD2A-Tudor / H3K4me3 peptide binding; also: potency is read from the fitted curve at half-maximal effect; % is scaled to controls: 0 for no effect and ±100 for the full control effect; nearly all actives have a fitted effect of over 50% in size
BAZ2B inh: inhibitors of human BAZ2B bromodomain | AlphaScreen BAZ2B-H3K14Ac peptide displacement | Potency, µM (highest dose often 114 µM), without a hit: at the top dose activity change, negative = inhibition, actives largely listed as inhibitors | hit rate 4.4% among 360,000; also: potency is read from the fitted curve at half-maximal effect; % is scaled to controls: 0 for no effect and ±100 for the full control effect; nearly all actives have a fitted effect of over 60% in size
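Multi-concentration screen (max 110 uM) measuring displacement of acetylated histone H3 peptide from BAZ2B by AlphaScreen, using 50 nM protein, 50 nM peptide and 10 ug/mL streptavidin donor plus Ni-chelate acceptor beads.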
G9a inh: G9a (human) methyltransferase inhibition. G9a H3K9 monomethylation, AlphaScreen, 2 h. Potency, µM (top dose mostly 102 µM), inactives show top-dose activity, negative = inhibition, actives largely listed as inhibitors. hit rate 8.8% among 350,000. AID 504332; also: potency is read from the fitted curve at half-maximal effect; % is scaled to controls: 0 for no effect and ±100 for the full control effect; nearly all actives have a fitted effect of over 75% in size
Target sequence (Q96KQ7 913-1193 limits assumed): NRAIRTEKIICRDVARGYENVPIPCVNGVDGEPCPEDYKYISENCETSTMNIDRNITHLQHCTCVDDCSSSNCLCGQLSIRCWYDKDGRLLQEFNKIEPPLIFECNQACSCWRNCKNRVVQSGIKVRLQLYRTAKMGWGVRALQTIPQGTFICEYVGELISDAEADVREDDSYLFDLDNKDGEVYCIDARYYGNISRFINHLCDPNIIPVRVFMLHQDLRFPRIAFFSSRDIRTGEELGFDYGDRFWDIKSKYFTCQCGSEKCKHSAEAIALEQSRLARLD
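Compounds were preincubated with 20 nM G9a for 15 min, after which biotinylated H3K9 peptide (500 nM) and SAM (20 uM) started a 2 h room-temperature reaction. Monomethylated product was quantified by antibody-based AlphaScreen chemiluminescence.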
RGS4 inhibitor: blocks human RGS4-accelerated GTP hydrolysis; P49798; Transcreener GDP fluorescence polarization, RGS4-accelerated GTP hydrolysis; Potency, µM (highest dose often 114 µM), for the others: at the top dose activity change, negative = inhibition, actives largely listed as inhibitors; hit rate 0.039% among 390,000; also: potency is read from the fitted curve at half-maximal effect; % is scaled to controls: 0 for no effect and ±100 for the full control effect; nearly all actives have a fitted effect of over 75% in size; some results filed as inactive show a strong effect at the top dose
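MLSMR compounds (23 nl, pin-transferred) preincubated 10 min at room temperature with a 500nM (2x) first reagent, then RGS4 at 900nM (2x) plus Transcreener GDP mix added; fluorescence polarization (620/688 nm) read before and after 90 min at 30 °C.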
HP1b chromo inh: blocks HP1-beta chromodomain binding to methylated histone tails | Potency, µM (series often up to 114 µM), without a hit: at the top dose activity change, negative = inhibition, hits mostly inhibitors | P83916 | AlphaScreen HP1-beta / biotin-H3K9me3 peptide binding | AID 540317 | hit rate 0.56% among 390,000; also: potency is read from the fitted curve at half-maximal effect; nearly all actives have a fitted effect of over 70% in size; inactives centre near 23
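HP1-beta protein (50 nM final) preincubated 30 min at room temperature with biotinylated H3(1-18)K9me3 peptide (50 nM) in PBS pH 7.4, 0.01% Tween-20, then compound added for 30 min. AlphaScreen streptavidin donor/nickel chelate acceptor beads (10 ug/mL final), 30 min dark, luminescence read.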
12-LOX inh: blocks human arachidonate 12S-lipoxygenase | P18054 | purified 12hLO, xylenol orange hydroperoxide absorbance | Potency, µM (top dose mostly 108 µM), for inactives: at the top dose activity change, negative = inhibition, hits mostly inhibitors | hit rate 1.1% among 580,000 | AID 1671190; also: potency is read from the fitted curve at half-maximal effect; % is scaled to controls: 0 for no effect and ±100 for the full control effect
Target sequence (P18054 whole entry, looked up): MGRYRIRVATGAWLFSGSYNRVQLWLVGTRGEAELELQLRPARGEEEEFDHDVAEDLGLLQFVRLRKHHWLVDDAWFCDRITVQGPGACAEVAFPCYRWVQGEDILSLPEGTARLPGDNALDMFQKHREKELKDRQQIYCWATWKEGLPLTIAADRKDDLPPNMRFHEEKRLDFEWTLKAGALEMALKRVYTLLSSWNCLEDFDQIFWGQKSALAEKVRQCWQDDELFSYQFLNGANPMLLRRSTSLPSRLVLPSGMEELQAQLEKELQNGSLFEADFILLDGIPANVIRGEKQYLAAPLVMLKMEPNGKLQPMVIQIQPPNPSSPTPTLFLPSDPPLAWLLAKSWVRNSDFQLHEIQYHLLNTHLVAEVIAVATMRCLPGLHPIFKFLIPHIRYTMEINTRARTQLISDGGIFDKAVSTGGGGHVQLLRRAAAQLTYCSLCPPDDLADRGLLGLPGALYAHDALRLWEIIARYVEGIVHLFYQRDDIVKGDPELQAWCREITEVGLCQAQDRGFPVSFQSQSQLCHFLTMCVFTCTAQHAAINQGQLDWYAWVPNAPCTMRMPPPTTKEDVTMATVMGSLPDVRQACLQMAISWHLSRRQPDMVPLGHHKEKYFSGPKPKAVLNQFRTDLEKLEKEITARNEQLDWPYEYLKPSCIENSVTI
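Purified human 12hLO at 150 nM in 25 mM Hepes, 0.01% Triton X-100, pH 7.0, preincubated 15 min at room temperature with compound. Reaction started with 40 uM arachidonic acid, 30 min at room temperature. Hydroperoxide measured by Fe-xylenol orange, 573/405 nm absorbance ratio.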
PI4K2A inh: blocks human PI4K2A kinase activity; activity change, negative = inhibition, % at 76.9 µM; Q9BTU6; purified PI4K2A, ADP-Glo luminescence, 1 h; stronger effect = lower value; AID 1346378; hit rate 0.13% among 420,000; in the data active = activity change below about -50%; inconclusive = mostly about -30% to -49%;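 also: -100% = wells without enzyme as full effect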
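PI4K2A activity was measured by ADP-Glo luminescence: enzyme (4 ug/mL stock) and phosphatidylinositol (1.2 mM stock) in Tris pH 7.5/MgCl2/EGTA/Triton X-100 buffer were reacted with ATP (300 microM stock) for one hour at ambient temperature.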
* = called active by the depositor; ? = inconclusive; / = no result given; & = joins results of further samples; [ ] = dose if it differs, or a comment. Unless noted, calls follow the shape of the dose curve; as a rule, active = well fitted curve in the direction sought with a large enough effect; inconclusive = small, poorly fitted or top-dose-only effect, or another doubt; inactive = no such curve, though single readings can be large; an effect the other way counts as inactive or inconclusive.

1: COc1ccc2nc(NNC(=O)C3COc4ccccc4O3)sc2c1 (stereo unspecified)
2: CC/C(=N\NC(=O)c1ccoc1C)c1ccc(C)o1
3: Clc1ccc(N=C2SCC3CCCCN23)cc1 (stereo unspecified)
4: O=C(CN1CCN(S(=O)(=O)c2ccccc2[N+](=O)[O-])CC1)NC(=O)NCc1ccco1
5: Cc1nn(C)cc1S(=O)(=O)N1CCCC(C(=O)O)C1 (stereo unspecified)
6: CCN(C(=O)c1c(C)cc(=O)oc1C)c1ccc2c(c1)OCO2
7: Cn1c(SCC(=O)Nc2ccc3c(c2)n(C)c(=O)n3C)nnc1-c1ccncc1
8: C/C(Cl)=C\COc1cc(C)nc2c(Br)cccc12

entry no.,1,2,3,4,5,6,7,8
GLS inh,26%,5%,9%,1%,-1%,15%,-1%,1%
ERG Ets-DNA blk,3%,2%,-3%,-10%,5%,4%,6%,15%
JMJD2A Tudor,-22%,-13%,124%[activator],-16%,-9%,-3%,-5%,133%[activator]
BAZ2B inh,7%,-10%,-7%,?,-7%,-1%,?,124%[activator]
G9a inh,?,13%[59 µM],53%[activator],0%,16%,-46%[59 µM],7%,203%[activator]
RGS4 inhibitor,-28%,14%,17%,3%,6%,7%,-35%,-5%
HP1b chromo inh,42%[activator],2%,125%[activator],28%,35%,7%,27%,205%[activator]
12-LOX inh,-6%,-10%,-9%,-9%,21%,?,-7%,-8%
PI4K2A inh,-7,-11,-4,-4,3,2,1,-3

9: Cc1ccc2cc(CN(CC(C)C)C(=O)C3CCCO3)c(=O)[nH]c2c1 (stereo unspecified)
10: CCCn1c(SC(C)C(=O)N2CCOCC2)nc2ccc(Br)cc2c1=O (stereo unspecified)
11: CCCc1cc(C(=O)N/N=C/c2ccc(CC)s2)c2ccccc2n1
12: O=C(Nc1ccc(F)cc1F)c1cncc(Br)c1
13: O=[N+]([O-])/C=C1\CCCCCN1
14: CC(C)c1ccc(CNc2cc(N3CCCC3)ccc2[N+](=O)[O-])cc1
15: Fc1ccc2nc(Nc3nc4c(F)cccc4s3)sc2c1
16: O=C(/C=C/c1ccccc1Cl)Nc1cccc(S(=O)(=O)NC2=NCCCCC2)c1

entry no.,9,10,11,12,13,14,15,16
GLS inh,0%,9%,2%,3%,4%,-18%,6%,-2%
ERG Ets-DNA blk,-1%,6%,1%,-2%,8%,/,1%,16%
JMJD2A Tudor,-4%,-12%,-29%,-13%,-6%,?,-20%,-29%
BAZ2B inh,7%,5%,-12%,-23%,-2%,?,8%,1%
G9a inh,?,5%,62%[activator][59 µM],16%[12.7 µM],/,?,32%[activator],-2%[59 µM]
RGS4 inhibitor,18%,-2%,?,20%,18%,-8%,-7%,-32%
HP1b chromo inh,22%,9%,30%[activator],29%,40%[activator],-29%,34%,33%
12-LOX inh,0%,-18%,0%,-15%,0%,8%[57.4 µM],8%,-16%
PI4K2A inh,-4,4,0,0,-3,1,-1,-5

17: O=C1CN(C(=O)COC(=O)CNC(=O)c2ccc(Cl)cc2)c2ccccc2N1
18: CCCCn1c(SCC(=O)c2ccc(OC)c(OC)c2)nc2cc(S(N)(=O)=O)ccc21
19: Cc1ccc(NC(=O)c2cc(-c3ccc(C)o3)nc3ccccc23)nc1
20: O=Cc1cc(N=Nc2ccccc2Cl)ccc1O
21: CC(C)n1c2ccccc2c2nc3ccccc3nc21
22: Cc1ccc(N2CC(NS(=O)(=O)c3cccs3)CC2=O)cc1 (stereo unspecified)
23: COc1ccccc1NC(=O)Nc1ccccc1C(=O)NCCCN1CCOCC1
24: S=c1[nH]nc(-c2cccnc2)n1/N=C/c1ccc(Br)s1

entry no.,17,18,19,20,21,22,23,24
GLS inh,0%,-7%,?,-1%,-8%,-4%,2%,11%
ERG Ets-DNA blk,-2%,-1%,/,1%,8%,0%,-1%,-1%
JMJD2A Tudor,1%,-10%,35µM*,25µM*,90%[activator],-8%,-8%,5.6µM*
BAZ2B inh,-13%,-1%,?,10µM*,267%[activator],4%,?,-36%
G9a inh,-8%,50µM*,2.2µM*,10µM*,10%[12.7 µM],-8%,-5%,?
RGS4 inhibitor,1%,-14%,-125%,-16%,-46%,16%,11%,-36%
HP1b chromo inh,36%,24%,?,?,360%[activator],4%,6%,56%
12-LOX inh,-6%,0%,?,?,-3%,-8%,83%[activator],-12%
PI4K2A inh,6,6,-9,-9,0,-2,1,4

25: O=C(Nc1ccc(-c2nc3ncccc3o2)cc1)c1ccco1
26: O=C(CCCCCn1c(=S)[nH]c2cc3c(cc2c1=O)OCO3)N1CCN(c2ccccc2)CC1
27: Cc1ccc(S(=O)(=O)N2CCC(C(=O)NCCC3=CCCCC3)CC2)c(C)c1
28: COc1cc(NC(=O)CCCc2c[nH]c3ccccc23)cc(OC)c1
29: Cc1ccc(-c2nnc(COC(=O)c3ccco3)o2)cc1
30: Cc1ccc(C(=O)/C=C/c2cn(CC(O)CN3CCc4ccccc43)c3ccccc23)cc1 (stereo unspecified)
31: O=C(c1ccccc1)c1ccc2c(c1)OCCOCCOCCO2
32: COc1ccc(/C(C)=C(\C#N)C(=O)OC(C)C)cc1OC

entry no.,25,26,27,28,29,30,31,32
GLS inh,?,4%,-4%,11%,-4%,21%,12%,8%
ERG Ets-DNA blk,1%,1%,-5%,13%,2%,0%,-14%,-8%
JMJD2A Tudor,35µM*,-7%,-8%,?,-1%,25µM*,-16%,-5%
BAZ2B inh,-4%,-27%,0%,?,-1%,?,-32%,7%
G9a inh,-36%[12.7 µM],8%,-4%[0.501 µM],-18%[59 µM],14%,13µM*,0%,7%[59 µM]
RGS4 inhibitor,-47%[56.9 µM],-22%[56.9 µM],14%,23%,-10%,?,29%,-3%
HP1b chromo inh,-13%,53%[activator],41%[activator],-14%,40%[activator],-21%,26%,19%
12-LOX inh,-5%,1%,?,-16%,-3%,-25%,0%,?
PI4K2A inh,-8,-5,0,-4,-4,-3,0,0

33: CCCc1cc(=O)[nH]c(SC(CC)C(=O)Nc2ccccc2C#N)n1 (stereo unspecified)
34: Cc1cc(C)cc(C(=O)NCC(=O)N(C)CCOc2ccccc2)c1
35: Cc1c(C(=O)Nc2ccccc2F)sc2nc3n(c(=O)c12)CCC3
36: COc1cc(Cn2c(C(=O)O)cc3sccc32)cc(OC)c1OC
37: Cc1ccc(CN2CCN(Cc3cccc(C)n3)CC2CCO)cc1 (stereo unspecified)
38: CC(=O)Nc1ccc(S(=O)(=O)NC(CC(=O)NC2CCCCC2C)C(C)C)cc1 (stereo unspecified)
39: c1ccc2[nH]c(Cn3nnc4ccccc43)nc2c1
40: O=C(c1c(F)cccc1F)N(Cc1ccccn1)C1CCCC1
41: COc1ccc(N2C(=O)CN=C2Nc2nc(C)cc(C)n2)cc1

entry no.,33,34,35,36,37,38,39,40,41
GLS inh,19%,9%,3%&-6%,-4%,3%,2%,0%,-4%,-6%
ERG Ets-DNA blk,-2%,-2%,10%&2%,5%,2%,11%,-6%,2%,2%
JMJD2A Tudor,-1%,-4%,-16%&-18%,-3%,-22%,-8%,-6%,-11%,45µM*
BAZ2B inh,6%,9%,-4%&1%,1%,-34%,10%,6%,-4%,5%
G9a inh,-4%[12.7 µM],-2%[59 µM],3%[59 µM],?,4%,-9%,2%[2.33 µM],7%[59 µM],-18%[12.7 µM]
RGS4 inhibitor,4%,4%,1%[56.9 µM],-11%,-5%,-27%,9%,-6%,7%
HP1b chromo inh,15%,31%,42%&6%,21%,-2%,19%,25%,28%,7%
12-LOX inh,0%,8%,19%&-2%,-21%,-10%,178%[activator],?,4%,0%
PI4K2A inh,-4,-5,-25&-2,1,-5,-6,-2,1,0

Some of the compounds tested. The share of hits here may be higher or lower than overall.
